# NRP1-CendR mod: NRP-1/CendR interaction modulation; 360,000 compounds, 0.85% hits; inhibition, % at 25 µM; FAM-RPARPAR peptide binding to NRP-1, fluorescence polarization; AID 602438; O14786;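 active = inhibition or corrected inhibition above about 18%, plus a signal ratio from 0.5 to 1.5, limit read from the data, passing the limit was not always enough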; note: strong numbers were not always called active
# MsrA act: activators of bovine methionine sulfoxide reductase A | purified bovine MsrA, absorbance read-out | 360,000 compounds, 0.3% hits | activation, % at 10.6 µM; in the data active = activation above about 7.5%;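 note: 0% = vehicle and 100% = reference activator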
# DNMT1 block: inhibitors of human DNMT1 | P26358 | DNMT1 molecular beacon, Hinp1I cleavage, fluorescence | inhibition (reported as % activation of signal), % at 10 µM | 360,000 compounds, 0.83% hits | AID 588458; in the data active = inhibition above about 50%
# SUMO1 PPI mod: modulators of human SUMO1-mediated protein-protein interactions; P63165; SUMO1 binding to a labelled peptide, TR-FRET, 1 h; inhibition, % at 20 µM; 360,000 compounds, 0.33% hits; in the data active = inhibition above about 37%
# Target sequence (P63165 whole entry, looked up): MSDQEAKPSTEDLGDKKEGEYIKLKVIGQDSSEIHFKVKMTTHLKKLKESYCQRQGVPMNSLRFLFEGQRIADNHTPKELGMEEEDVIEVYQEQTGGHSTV
# STEP inh: inhibitors of human striatal-enriched phosphatase STEP | inhibition, % at 20 µM | AID 588621 | P54829 | recombinant STEP, OMFP fluorogenic substrate, fluorescence | 360,000 compounds, 0.25% hits;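 active = inhibition at 20 µM, scaled per plate between control wells, above about 37%, limit read from the data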;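 note: 0% = DMSO with enzyme and substrate and 100% = substrate only without enzyme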
# Target sequence (P54829 whole entry, looked up): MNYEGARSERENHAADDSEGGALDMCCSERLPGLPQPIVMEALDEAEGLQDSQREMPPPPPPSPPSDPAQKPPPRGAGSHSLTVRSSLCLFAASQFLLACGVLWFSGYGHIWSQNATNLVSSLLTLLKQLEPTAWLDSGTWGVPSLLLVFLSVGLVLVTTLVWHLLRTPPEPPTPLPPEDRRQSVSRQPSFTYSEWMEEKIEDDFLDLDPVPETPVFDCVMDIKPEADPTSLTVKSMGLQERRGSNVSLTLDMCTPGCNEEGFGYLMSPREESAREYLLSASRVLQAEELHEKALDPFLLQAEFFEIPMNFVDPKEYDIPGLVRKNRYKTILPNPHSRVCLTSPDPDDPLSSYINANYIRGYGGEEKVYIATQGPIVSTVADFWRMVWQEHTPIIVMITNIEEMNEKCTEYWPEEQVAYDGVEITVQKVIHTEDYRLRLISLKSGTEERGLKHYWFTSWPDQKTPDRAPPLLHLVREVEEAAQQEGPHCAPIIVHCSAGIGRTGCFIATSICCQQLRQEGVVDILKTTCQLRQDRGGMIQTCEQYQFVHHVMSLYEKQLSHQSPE
#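 material = STEP tyrosine phosphatase | reagent = fluorogenic phosphatase substrate OMFP at 25 µM final | doses = single compound dose of 20 µM, 1% DMSO final | schedule = 20 min reaction, room temperature, in the dark | measured by = fluorescence, 480/540 nm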
# MsrA inhibitor: inhibitors of bovine MsrA; inhibition, % at 15.5 µM; purified bovine MsrA, absorbance read-out; 360,000 compounds, 0.75% hits; AID 651718; in the data active = inhibition above about 4.5%;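 note: 0% = vehicle wells with enzyme and 100% = reference inhibitor wells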
# Scp1 inh: inhibitors of human Scp-1 phosphatase; 340,000 compounds, 0.88% hits; Recombinant Scp1, phosphopeptide, malachite green phosphate absorbance; inhibition, % at 20 µM;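 active = inhibition above about 50% at 20 µM, limit read from the data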;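 note: plate controls were DMSO wells with enzyme for no effect and wells lacking enzyme for full effect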
# Target sequence (Q9GZU7 76-261 limits assumed): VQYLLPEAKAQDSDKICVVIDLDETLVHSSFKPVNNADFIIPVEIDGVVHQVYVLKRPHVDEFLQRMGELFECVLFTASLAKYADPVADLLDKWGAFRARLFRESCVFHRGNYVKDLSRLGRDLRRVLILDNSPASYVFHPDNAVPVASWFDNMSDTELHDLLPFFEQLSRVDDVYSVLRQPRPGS
#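 Incubation: 45 min enzyme reaction at room temperature / System: truncated SCP-1 phosphatase (76-261aa) / Reagent: Phospho 17-mer peptide substrate / Buffer or medium: Acidic Tris acetate buffer with magnesium and detergent / Signal: absorbance at 630 nm / Doses: one concentration, 20 µM, with 1.0% DMSO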
# LMPTP inh: blocks human LMPTP phosphatase; recombinant LMPTP-A, OMFP fluorogenic substrate, fluorescence intensity; 360,000 compounds, 0.22% hits; inhibition, % at 20 µM; P24666; AID 651560;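 active = compounds that cut the enzyme signal by at least half of the control window in the single-dose screen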;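 note: plate controls were DMSO wells with enzyme plus substrate for no effect and substrate without enzyme for full effect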
# Target sequence (P24666 whole entry, looked up): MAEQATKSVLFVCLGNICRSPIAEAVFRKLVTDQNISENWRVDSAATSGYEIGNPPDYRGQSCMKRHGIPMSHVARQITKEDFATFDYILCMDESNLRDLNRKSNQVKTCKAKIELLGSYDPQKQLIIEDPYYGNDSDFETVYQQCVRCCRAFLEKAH
#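 Test system – LMPTP-A enzyme · Amount – LMPTP-A at 0.625 nM final in the reaction · Buffer or medium – Bis-Tris pH 6.0, DTT, detergent · Reagent – OMFP 400 µM · Doses – single 20 µM dose · Schedule – reaction 50 min, room temperature, dark · Detection – fluorescence intensity of OMFP turnover product · Evaluation – percent inhibition versus substrate-only and uninhibited controls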
# eLon inh: inhibitors of E. coli Lon protease | purified E. coli Lon protease, fluorescence polarization | AID 602123 | inhibition, % at 7.94 µM | P0A9M0 | 360,000 compounds, 0.42% hits; in the data active = inhibition above about 13%, passing the limit was not always enough;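 note: 0% = enzyme with probe and DMSO and 100% = no enzyme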
# Tb MetRS inh: blocks T. brucei methionyl-tRNA synthetase activity; 360,000 compounds, 0.4% hits; AID 624268; purified T. brucei MetRS, ATP depletion, Kinase-Glo luminescence; inhibition, % at 11.9 µM;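 active = inhibition above a per-plate cutoff of the control wells' mean inhibition plus 3 SD, cut at about 5.5% in these data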;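 note: 0% = DMSO wells median and 100% = median of wells with control inhibitor compound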
#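 assay system = parasite MetRS enzyme | timing = 15 min preincubation, 2 h reaction, all 25 °C | evaluation = percent inhibition relative to median high and low control wells | medium = HEPES buffer containing pyrophosphatase, BSA, spermine, DTT | compound = single dose, 11.9 µM final nominal, 0.9% final DMSO | detection = Kinase-Glo luminescence, ATP depletion format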
# * marks the source's active call; other numbers are inactive results; . = no result given.
molecule | NRP1-CendR mod | MsrA act | DNMT1 block | SUMO1 PPI mod | STEP inh | MsrA inhibitor | Scp1 inh | LMPTP inh | eLon inh | Tb MetRS inh
CCn1c(O)c(N=NC(=O)c2cccnc2)c2cc(Br)ccc21 | -3 | -2 | 0 | -36 | 2 | -0.7 | -7 | -1.1 | -1 | 0.2
Cc1ccc(N2CCN(C(=O)c3cccs3)CC2)cc1C | 4 | -8 | 4 | 0 | -1 | 0.1 | 8 | -2.6 | 9 | -1.9
Cc1csc(SCC(=O)NCc2ccc3c(c2)OCO3)n1 | -4 | -2 | 1 | 2 | -2 | -1.2 | -2 | -1.5 | 3 | 0.2
COc1ccc(C2C(C(C)=O)=C(C)Nc3ncnn32)cc1[N+](=O)[O-] (centres undefined) | 12 | -6 | 0 | -5 | 3 | 1.0 | -6 | -2.3 | 4 | -0.6
C/C(=N\NC(=O)CCC(=O)Nc1ccc(C)c(C)c1)C1CC1 | 2 | -2 | 1 | -2 | -1 | 0.7 | -5 | -0.9 | -1 | -0.2
COc1ccc(-c2cc(=O)oc3c(C)c(OCC(=O)Nc4cccnc4)ccc23)cc1 | -4 | -2 | 15 | 41* | 27 | 0.1 | 25 | 20 | -5 | -0.2
CC(C)C[C@H]1CN(CCCC[C@H]2CNC(=O)C(=O)N2CCc2ccccc2)C(=O)C(=O)N1CCc1ccc(O)cc1 | 2 | -1 | . | -3 | . | -0.4 | . | -1.8 | 2 | -0.3
CCCCCc1c(O)nc(SCC(=O)NCC2CCCO2)[nH]c1=O (centres undefined) | 2 | -2 | 2 | -3 | -3 | -0.1 | -12 | 0.8 | -2 | -0.5
O=C(CCCN=C1NS(=O)(=O)c2ccccc21)Nc1ccc(Cl)cc1 | -8 | -1 | -1 | 1 | -1 | -0.7 | -10 | -0.4 | -7 | 0.2
Cc1ccc(NS(=O)(=O)c2cc(OCC(N)=O)c(C)cc2Cl)cc1C | -4 | -15 | -3 | 2 | -2 | -0.3 | 1 | -1.7 | 2 | -1.1
Cc1ccc(N2CC(C(=O)Nc3ccc4c(c3)OCCO4)CC2=O)cc1C (centres undefined) | 6 | -3 | 0 | -4 | -1 | 0.2 | -5 | 0.9 | 0 | 1.2
CCOc1ccccc1NC(=O)C(Sc1nnc2ccccn12)c1ccccc1 (centres undefined) | -11 | -5 | 0 | 3 | 2 | -0.6 | 0 | -1.4 | -5 | -0.4
Nc1ccc(C(=O)CC(=O)Nc2ccc(Cl)cc2)cc1 | 6 | 0 | -4 | 0 | 1 | 5.0* | -9 | -0.1 | -2 | 0.7
COCCCNC(=S)Nc1cccc(SC)c1 | 3 | -7 | 4 | -1 | 3 | -1.0 | -3 | -1.8 | 2 | -0.7
O=C(O)/C=C\C(=O)Nc1ccccc1C#Cc1ccc(Br)cc1 | -6 | -3 | 5 | 4 | -1 | 1.9 | -4 | 0.8 | 6 | 0.1

# The last two compounds of the part before are carried over, then new ones follow:
molecule | NRP1-CendR mod | MsrA act | DNMT1 block | SUMO1 PPI mod | STEP inh | MsrA inhibitor | Scp1 inh | LMPTP inh | eLon inh | Tb MetRS inh
COCCCNC(=S)Nc1cccc(SC)c1 | 3 | -7 | 4 | -1 | 3 | -1.0 | -3 | -1.8 | 2 | -0.7
O=C(O)/C=C\C(=O)Nc1ccccc1C#Cc1ccc(Br)cc1 | -6 | -3 | 5 | 4 | -1 | 1.9 | -4 | 0.8 | 6 | 0.1
CC(=O)c1ccc(N2CCN(C(=S)Nc3cccc(F)c3)CC2)cc1 | 11 | -3 | -3 | -4 | 8 | 2.3 | 2 | -0.8 | -6 | -1.0
Brc1cccc(-c2cnc3n2CCCCC3)c1 | -7 | -1 | 4 | 3 | -4 | 0.3 | -1 | -0.2 | -6 | -1.1
C/C(CS(=O)(=O)c1ccc(Cl)cc1)=N/NC(N)=S | -4 | -1 | 2 | -2 | -2 | 0.4 | -13 | -1.6 | -9 | 0.6
Cc1sc(NC(=O)C2C3C=CC(C3)C2C(=O)O)c(C(N)=O)c1-c1ccc(C(C)C)cc1 (centres undefined) | 13 | -9 | 33 | 0 | -1 | -0.1 | 13 | -1.3 | 5 | -1.2
COc1ccc(-n2c(SCC(=O)Nc3nccs3)nc3c(c2=O)SC(C)C3)cc1 (centres undefined) | -2 | -1 | 2 | -19 | 2 | 3.2 | -5 | 0.8 | -16 | 1.5
COc1cc(Oc2ccccc2)nc(N)n1 | 5 | -1 | -8 | 3 | -4 | 0.6 | 12 | -0.2 | 5 | 0.6
CC1CCCCN1C(=O)/C=C/c1ccccc1[N+](=O)[O-] (centres undefined) | 5 | -4 | 3 | -15 | -1 | 2.5 | -6 | -0.5 | 0 | -0.7
O=[N+]([O-])c1cc(F)cc(F)c1Nc1ccc(F)cc1 | 20 | -2 | 7 | -44 | 1 | 1.9 | -8 | -0.3 | 3 | -0.4
Cc1nn(Cc2cccc(C(=O)Nn3cc([N+](=O)[O-])cn3)c2)c(C)c1[N+](=O)[O-] | -2 | -4 | 0 | 5 | 1 | 1.4 | -5 | -0.8 | -4 | 0.9
Cn1c(=O)n(C)c2cc(S(=O)(=O)NCC(=O)O)ccc21 | -5 | -6 | 2 | 0 | 4 | -1.7 | -3 | 2.3 | -6 | 0.4
COc1ccc(Cl)cc1NC(=O)NN1CCN(C)CC1 | 12 | -2 | 0 | -2 | -3 | -1.1 | -13 | -0.1 | -7 | 1.0
COc1ccc(S(=O)(=O)N2CCN(c3ccccn3)CC2)cc1OC | 3 | -4 | 2 | -2 | 2 | -0.9 | -1 | -0.4 | -1 | -1.0
Cc1cc(C)cc(NCCC#N)c1 | 9 | -1 | 2 | -1 | -4 | -1.2 | 3 | -1.1 | 6 | -1.2
CC(C)CNC(=O)C(=O)NCC1CCCN1S(=O)(=O)c1cccs1 (centres undefined) | -14 | -4 | 2 | -1 | 1 | 0.5 | -1 | -0.2 | -2 | -0.2
CCC/C(O)=N\S(=O)(=O)c1ccc(N=NN(C)C)cc1 | 3 | -14 | -1 | -4 | -1 | 1.6 | -2 | -0.3 | -5 | -1.4
CC/C(C)=N\Nc1nc(-c2cc3cc(OC)ccc3oc2=O)cs1 | -16 | -5 | -11 | -23 | 0 | 0.7 | -6 | 2.9 | 7 | -0.3
COCCCNC(=O)c1ccc2c(c1)OCO2 | -14 | -2 | -3 | -1 | 2 | 0.6 | -4 | -1.5 | 1 | 0.5
CSc1nnc(-c2cccs2)n1-c1ccccc1 | -10 | -2 | 4 | 3 | 4 | 0.6 | -1 | -0.4 | -11 | -0.5
CS(=O)(=O)c1ccccc1-c1nc(-c2ccc(C(F)(F)F)cc2)no1 | -2 | -2 | -5 | -1 | -3 | 0.5 | -7 | 3.5 | 1 | -1.1
COc1ccc2ccc(=O)oc2c1CC=C(C)C | -3 | -2 | 2 | 1 | 0 | -0.5 | -4 | 0.0 | 6 | 0.3
O=C1C2C3C=CC(C3)C2C(=O)N1/N=C/c1cn(Cc2ccc(F)cc2)c2ccccc12 (centres undefined) | 5 | -6 | -1 | -2 | 0 | -0.6 | -10 | 3.4 | -3 | -0.5
CCCOc1ccc(Br)cc1/C=N/NC(=O)c1cc(OC)c(OC)c(OC)c1 | 14 | 0 | -7 | -1 | -2 | 0.7 | -7 | 1.3 | -3 | -0.8
Cc1cc(C)n(C(=O)CNC(=O)c2ccccc2Br)n1 | 0 | 1 | 1 | -6 | 2 | 0.6 | -2 | -1.5 | -5 | -0.1
Cc1c(C(=O)N2CCCC2(C)C(=O)NCC(C)C)oc2ccccc12 (centres undefined) | -8 | -4 | 4 | -2 | -2 | -0.3 | . | -1.6 | 5 | -0.4
CCC(=O)Nc1nc(C)c(-c2csc(Nc3ccc(C(=O)O)cc3)n2)s1 | -10 | 1 | -3 | -11 | 1 | 2.3 | -12 | 0.0 | -5 | 0.0
O=C(C[C@@H]1C[C@H]2c3cc(NC(=O)c4cccnc4)ccc3O[C@H]2[C@H](CO)O1)NCc1ccc(Oc2ccccc2)cc1 | -13 | -5 | -13 | -4 | -2 | 2.8 | . | -1.2 | -10 | -0.6
COc1ccc(CC(NC(C)=O)C(=O)N2CCN(C(=O)N(C(C)C)C(C)C)CC2)cc1 (centres undefined) | -3 | -6 | -1 | -3 | 2 | -0.3 | 0 | 1.3 | -4 | -0.5
O=C(CCCN1CCC(O)(c2ccc(Br)cc2)CC1)c1ccc(F)cc1 | -10 | 1 | 1 | 2 | 0 | -0.6 | -4 | -0.4 | 3 | -0.8
CCOC(=O)C1CCN(C(=O)CCNS(=O)(=O)c2ccc(C)cc2)CC1 | 2 | -1 | 0 | -2 | 0 | 0.5 | -2 | 0.0 | -1 | -0.5
CCSc1nc2c([nH]1)c(=O)n(C)c(=S)n2C | 14 | 0 | 0 | 13 | 6 | -0.7 | 61* | 44 | -8 | 0.0

# Whole records, quoted from the list.
# `CC(=O)c1ccc(N2CCN(C(=S)Nc3cccc(F)c3)CC2)cc1` reads NRP1-CendR mod: 11; MsrA act: -3; DNMT1 block: -3; SUMO1 PPI mod: -4; STEP inh: 8; MsrA inhibitor: 2.3; Scp1 inh: 2; LMPTP inh: -0.8; eLon inh: -6; Tb MetRS inh: -1.0
# `Cc1cc(C)n(C(=O)CNC(=O)c2ccccc2Br)n1` reads NRP1-CendR mod: 0; MsrA act: 1; DNMT1 block: 1; SUMO1 PPI mod: -6; STEP inh: 2; MsrA inhibitor: 0.6; Scp1 inh: -2; LMPTP inh: -1.5; eLon inh: -5; Tb MetRS inh: -0.1

# The list continues:
molecule | NRP1-CendR mod | MsrA act | DNMT1 block | SUMO1 PPI mod | STEP inh | MsrA inhibitor | Scp1 inh | LMPTP inh | eLon inh | Tb MetRS inh
CCOc1ccc(C(=O)N2CCCC(c3nc(-c4ccc(C)o4)no3)C2)cc1 (centres undefined) | 15 | -3 | 1 | 7 | -1 | 3.0 | -7 | -1.7 | -3 | -0.7
CCc1ccc(CNC(=O)c2nn(C)c3c2CS(=O)(=O)c2ccccc2-3)cc1 | -6 | -4 | -1 | 4 | 2 | 0.1 | -5 | -0.2 | 2 | -0.7
Cc1ccc(S(=O)(=O)N2C[C@H]3[C@H]4C(=O)N(c5ccccc5)C(=O)[C@H]4CC(=O)[C@H]3[C@@H]2c2ccccc2)cc1 | -2 | -2 | -8 | -2 | -1 | -0.5 | . | 0.4 | -9 | -0.1
Cc1cc(C)c(NC(=O)CSc2nnc(SCC(=O)Nc3c(C)cc(C)cc3C)n2N)c(C)c1 | -1 | -1 | 2 | 1 | 1 | 0.4 | -6 | -1.8 | -3 | 0.2
COc1ccc(NC(=O)CNS(=O)(=O)c2ccc3nc(C)sc3c2)c(OC)c1 | 7 | -1 | 3 | 1 | 4 | -0.7 | 3 | 0.8 | -2 | -0.6
CC(C)(C)c1ccc(C(=O)NC(=S)NNC(=O)c2cccs2)cc1 | 8 | 1 | -2 | 3 | 2 | 0.6 | -11 | -0.6 | 3 | -0.7
CCOc1cccc(/C=N/NC(=O)c2cccnc2)c1O | -14 | -8 | 0 | -5 | -1 | 1.6 | 2 | -1.5 | 4 | -1.2
